PAX8 inh HTS: inhibitors of PAX8-driven TPO luciferase reporter, primary screen, RMG-I cells, single concentration; SteadyGlo, 24 h; inhibition, % at 12.6 µM; 360,000 tested, 1.2% active;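 active means mean replicate inhibition at least 60% with every replicate also reaching 60%; inconclusive means only one of the two criteria is met; inactive means mean below 60% and not all replicates reaching 60%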;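 further: luciferase light reporting Pax8 driven TPO promoter activity; plate controls were median of neutral control wells for no effect and mitoxantrone controls for full effect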
EWS-Fli inh: EWS/Fli-driven NR0B1 reporter inhibitors, primary screen, A673 cells, NR0B1 luciferase, luminescence, MLPCN library; viability-normalised; inhibition, % at 12.6 µM; 350,000 tested, 0.67% active; AID 651661, 2012;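 active means mean inhibition of at least 50% after viability correction, with every replicate also passing that limit; inconclusive means mean reaches 50% but only one of two replicates passes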;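 further: firefly luciferase signal divided by Alamar Blue viability fluorescence both relative to DMSO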
ARNT TACC3 PPI: disruptors of ARNT/TACC3 protein interaction, primary screen, biochemical, AlphaScreen, single concentration; Transforming acidic coiled-coil-containing protein 3 (Homo sapiens), Q9Y6A5; AlphaScreen His-ARNT PAS-B/GST-TACC3 binding, luminescence; TACC3 fragment carries E629A point mutation; inhibition, % at 9.99 µM; 390,000 tested, 0.66% active;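 active means mean inhibition of replicates at least 50% and at least half of replicates each reaching 50%; inconclusive means half or more replicates reach 50% but mean below 50%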;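 further: 0% = complete ARNT plus TACC3 wells and 100% = ARNT alone without TACC3; many hits fall short of the cut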
Xi reactivation: activators of inactive X chromosome reactivation, primary screen, imaging, XiGFP fibroblasts, GFP high-content imaging, set 2; 360,000 tested, 0.055% active; activation, % at 7.58 µM; XiGFP mouse fibroblasts, % GFP-positive cells imaging, 3 d; cells co-treated with 5-aza-dC sensitizer; scaled so ellipticine positive control = 100%;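 active means mean normalized replicate activation at least 10% and every replicate at or above 10%; inconclusive means only one of the two criteria met; inactive means mean below 10% and not all replicates reach 10%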;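 further: 0% = median of on-plate neutral control wells and 100% = ellipticine 6 µM median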
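Assay system – SV40-immortalized XiGFP fibroblast cells, line 68-5-11 · Buffer or medium – DMEM supplemented with 5-aza-dC as sensitizing agent · Dosing – one concentration, pinned · Benchmarks – positive control ellipticine, 6 µM final · Times – 3 days compound exposure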
INS-1E GSIS act: GLuc luminescence reporter in INS-1E cells, primary screen for activators of glucose-dependent secretion of insulin. INS-1E GLuc reporter insulin secretion, 2-3 h. activation, % at 16.6 µM. 370,000 tested, 0.61% active. AID 743287, 2014;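 active means lowest replicate activation of at least 40%, so every replicate reaches that level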;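 further: 0% = median of neutral control wells and 100% = median of IBMX positive control wells; some compounds called inactive have numbers as strong as hits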
DENV2 CPE rescue: inhibitors of DENV2 cytopathic effect, primary screen, cell-based, plate reader, single concentration. 350,000 tested, 1.7% active. AID 651640, 2012. CPE inhibition, % at 9.99 µM. DENV2-infected cells, cytopathic effect rescue; in the data active means CPE inhibition above about 20%, passing the limit was not always enough; inconclusive means no clear call, values can overlap the other calls; tested in BHK-21 cells;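 further: 0% = median of neutral control wells and 100% = median of positive control wells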
F508del corr: F508del CFTR correction, initial screen, CFBE line, single point | CFBE cells, YFP halide quenching; stimulated with forskolin plus potentiator P3; % fluorescence drop versus neutral controls | activity (quench increase), % at 7.58 µM | 350,000 tested, 0.36% active | AID 720511, 2013;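 active means mean added fluorescence quench of at least 8% versus neutral control, with both replicates also reaching 8%; inconclusive means only one of the mean or replicate conditions met; inactive means mean below 8% and not both replicates reaching 8%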;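 further: cells transiently co-express mutant CFTR-F508del with the halide-sensitive YFP; corrector assay measuring rescue of mutant channel to the surface after 24 h compound exposure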
ERp5 inh: inhibitors of ERp5-driven insulin aggregation, primary screen, biochemical, turbidity, absorbance 650 nm, single point | inhibition, % at 9.99 µM | AID 651711, 2012 | 90 min | 350,000 tested, 0.05% active | Protein disulfide-isomerase A6 (Homo sapiens), Q15084;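 active means mean replicate inhibition above about 25%, with every replicate also reaching it, limit read from the data, passing the limit was not always enough; inconclusive means only one of those two criteria met; inactive means neither criterion met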
Target sequence (Q15084 whole entry, looked up): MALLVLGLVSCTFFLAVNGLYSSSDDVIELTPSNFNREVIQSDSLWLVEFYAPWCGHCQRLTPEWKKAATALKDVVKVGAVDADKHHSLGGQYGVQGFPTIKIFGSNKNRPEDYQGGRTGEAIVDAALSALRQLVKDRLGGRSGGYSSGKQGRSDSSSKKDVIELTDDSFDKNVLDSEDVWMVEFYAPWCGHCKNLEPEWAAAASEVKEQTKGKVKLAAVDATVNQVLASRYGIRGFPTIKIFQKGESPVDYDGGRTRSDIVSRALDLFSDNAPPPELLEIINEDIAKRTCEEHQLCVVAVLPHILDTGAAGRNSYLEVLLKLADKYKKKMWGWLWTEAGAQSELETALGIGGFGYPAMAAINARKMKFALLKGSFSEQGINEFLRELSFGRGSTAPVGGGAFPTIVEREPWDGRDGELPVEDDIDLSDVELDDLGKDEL
An asterisk follows results filed as active; ? = inconclusive; . = no result given; & = joins results of further samples.

SMILES	PAX8 inh HTS	EWS-Fli inh	ARNT TACC3 PPI	Xi reactivation	INS-1E GSIS act	DENV2 CPE rescue	F508del corr	ERp5 inh
CCOC(=O)c1cc(-c2ccccc2)n(CC(=O)Nc2ccc(OC)c(OC)c2)c1C	17	5	-8	-0.1	.	1	.	3
CC(C)CC#Cc1cnc2c(c1)C(=O)N([C@H](C)CO)C[C@@H](C)[C@@H](CN(C)C(=O)c1ccc(F)cc1)O2	.	9	3	-0.6	-32	21*	-2.2	-2
CCC(Oc1ccccc1)C(=O)Nc1ccc(S(=O)(=O)N2CCOCC2)cc1 (stereo not drawn)	.	12	4	.	-3	8	-1.8	-2
Cc1ccccc1NC(=O)/C(C#N)=C/c1ccc[nH]1	-48	-48	12	0.4	.	-4	2.5	0
CNC[C@H]1Oc2cc(C#Cc3ccccc3OC)ccc2S(=O)(=O)N([C@H](C)CO)C[C@@H]1C	.	19	1	0.2	-9	1	-8.5	-6
COc1ccc(NC(=O)NNC(=O)c2ccc3ccccc3c2O)cc1OC	8	-4	-4	0.1	16	2	0.3	-11
Cc1c(Cl)cccc1NC(=O)CNC(=O)C1CCN(C(=O)Nc2ccccc2)CC1	-3	2	-6	0.3	3	1	-0.2	-1
Cn1c(N)c(C(=O)COC(=O)CNC(=O)c2ccccc2)c(=O)n(C)c1=O	7	-5	1	0.1	12	?	-2.6	1
O=C(Cn1ccc([N+](=O)[O-])n1)NCc1cccs1	.	-1	-9	.	14	12	3.0	-8
COCCNC(=O)C[C@H]1CC[C@H]2[C@@H](COc3ccc(NC(=O)C4CCCC4)cc3C(=O)N2C)O1	5	-6	-7	0.1	11	-4	-1.7	-7
Cc1cc(NC(=O)Nc2ccccc2Cl)no1	-24	-17	-11	0.0	8	-3	1.5	-3
CCC(CC)NC(=O)CON=C1c2ccccc2-c2ccccc21	-1	.	2	0.1	5	.	.	.
O=C1CN(S(=O)(=O)c2ccccc2)C[C@@H]2[C@@H](c3ccc(C#Cc4ccccc4)cc3)[C@@H](CO)N12	.	.	.	0.3	22	4	7.5	.
CCN1CCN(S(=O)(=O)c2ccc(C)c([N+](=O)[O-])c2)CC1	2	.	9	0.1	0	.	.	.
O=C(c1cccnc1)N1CC2(C1)[C@@H](c1ccccc1)[C@@H](CO)N2C(=O)c1cccnc1	.	.	.	0.0	5	0	0.0	5
O=C(Oc1cccc2c(O)cccc12)c1ccccc1Cl	21	15	1	0.1	-2	-4	1.9	-3
Cc1ccc(-c2cc(C(=O)NCCc3ccc(S(N)(=O)=O)cc3)c3ccccc3n2)cc1	-11	-26	-1	0.5	0	7	7.0	-7
C[C@@H]1CN([C@H](C)CO)C(=O)c2cc(C#Cc3cccc(F)c3)cnc2O[C@@H]1CN(C)C(=O)c1ccccc1F	.	-5	1	0.0	-7	-2	1.9	3
CCO[C@@H]1OC(C(=O)N2CCN(Cc3ccc4c(c3)OCO4)CC2)=C[C@H](c2ccccc2)[C@H]1CCCO	-16	2	10	.	.	1	1.4	-4
CCOc1ccc(NC(=S)NC(=O)/C=C/c2ccco2)cc1	-3	10	2	0.4	9	-5	-0.3	4
Cc1c(C(=O)NCc2ccc3c(c2)OCCO3)sc(=O)n1Cc1cccc(C(F)(F)F)c1	16	-2	.	0.0	-11	?	0.6	5
CCOC(=O)N1CCN(C(=O)c2cccc(S(=O)(=O)Nc3ccccc3Cl)c2)CC1	11	4	1	0.0	-6	-3	1.6	8
C#CCN(Cc1ccco1)C(=O)c1nnc2c3ccccc3n(S(=O)(=O)c3ccc(C)cc3)c2n1	36	18	.	-0.1	.	25*	0.5	-1
CCN(Cc1ccccc1)C(=O)CSc1ccccc1C(=O)O	-29	4	-12	0.0	0	14	2.4	3
O=C(Nc1nnc(SCc2ccccc2F)s1)c1ccco1	-21	-5	-2	0.1	-4	-9	0.2	1
CCOC(=O)[C@]12CCCC=C1N(Cc1ccc(Cl)cc1Cl)C(=O)[C@H](CC(=O)NCc1cccc(C(F)(F)F)c1)C2	38	8	.	0.4	-19	-10	2.4	1
C/C(=N\NC(=O)CC#N)c1ccc(Oc2ccccc2)cc1	4	14	-17	0.0	-8	1	-0.8	-1
COc1ccccc1CN(C)CC(=O)NC(=O)NC1CCCCC1	9	-8	6	0.2	0	-2	0.1	1
CO[C@@H]1CN(C)C(=O)c2ccc(NC(=O)NC(C)C)cc2OC[C@@H](C)N(CC2CC2)C[C@H]1C	4	9	.	0.0	2	0	-2.6	1
COc1ccc(S(=O)(=O)N2CCN=C2SCc2cccnc2)cc1	1	15	-2	0.2	-4	-1	-0.8	4
C#CCNC(=O)C1=C[C@@H](C2CC2)C[C@@H](OCc2ccc(CO)cc2)O1	-5&2	20&-4	-12	0.0	.	14&6	-4.6&-1.2	0&-3
CCCC#Cc1ccc2c(c1)O[C@H](CN(C)Cc1ccccc1)[C@@H](C)CN([C@H](C)CO)S2(=O)=O	80*	21	20	-0.4	13	-2	1.4	-4
CC(/C=C1\SC(=S)N(CCC(=O)Nc2ccc(O)cc2)C1=O)=C\c1ccccc1	74*	3	2	0.0	-9	-8	2.4	13
Cc1cccc(NCN2C(=O)c3ccncc3C2=O)n1	.	-14	-8	.	5	0	1.7	1
CCOc1ccc(Br)cc1S(=O)(=O)Nc1cccc(S(=O)(=O)NC2=NCCC2)c1	8	2	0	0.0	0	-3	1.8	9
Cc1cc2nc(C(C)(C)C)c(Cc3cccc(Cl)c3)n2c(C)c1Br	11	7	.	-0.1	2	2	-0.4	-12
C[C@@H]1CN([C@H](C)CO)C(=O)c2cc(C3=CCCC3)cnc2O[C@H]1CN(C)C(=O)Cc1ccncc1	10	-10	7	-0.1	-2	0	0.2	-1
COC(=O)C(Cc1ccccc1)NC(=O)CCNC(=O)c1ccco1 (stereo not drawn)	-1	8	-1	0.0	-3	-1	-0.1	3
CN(C)C(=O)C[C@H]1CC[C@@H]2[C@H](COC[C@@H](O)CN2S(=O)(=O)c2ccccc2)O1	.	.	-5	0.1	3	3	-1.6	-2
Cn1c2c(c(=O)n(C)c1=O)C(c1ccccc1F)C(C#N)=C(N)O2 (stereo not drawn)	16	-5	9	0.0	5	1	0.4	5

Reformatted: two of the compounds above
Compound,PAX8 inh HTS,EWS-Fli inh,ARNT TACC3 PPI,Xi reactivation,INS-1E GSIS act,DENV2 CPE rescue,F508del corr,ERp5 inh
C/C(=N\NC(=O)CC#N)c1ccc(Oc2ccccc2)cc1,4,14,-17,0.0,-8,1,-0.8,-1
O=C(c1cccnc1)N1CC2(C1)[C@@H](c1ccccc1)[C@@H](CO)N2C(=O)c1cccnc1,.,.,.,0.0,5,0,0.0,5

Carrying on.
SMILES	PAX8 inh HTS	EWS-Fli inh	ARNT TACC3 PPI	Xi reactivation	INS-1E GSIS act	DENV2 CPE rescue	F508del corr	ERp5 inh
COc1ccc(CCN(C)C(=O)c2ccc(S(=O)(=O)Nc3ccccc3F)cc2)cc1OC	28	-94	-4	0.2	22	?	-1.6	-9
Cc1cccc(-n2ncc3c(NCCCO)ncnc32)c1	-125	-108	0	0.1	.	0	-1.2	0
CC(=O)N(C(C)=O)S(=O)(=O)c1ccc(N=NN2CCOCC2)cc1	8	-3	.	0.0	-12	?	.	0
COCCNC(=O)C[C@H]1CC[C@@H]2[C@@H](COc3ccc(NC(=O)Nc4ccccc4)cc3C(=O)N2C)O1	-4	2	-2	0.1	.	3	-0.6	4
COCC#Cc1ccc2c(c1)O[C@H](CN(C)C(=O)CC1CC1)[C@@H](C)CN([C@H](C)CO)S2(=O)=O	.	-18	7	-0.7	9	?	-2.0	4
O=C(Nc1ccccc1N1CCCC1)C1CCN(S(=O)(=O)c2cccc(C(F)(F)F)c2)CC1	18	3	5	0.0	-3	11	0.2	4
O=C(/C=C/c1ccc(NC(=O)c2ccccc2-c2ccccc2C(=O)O)cc1)c1ccccc1	-2	-13	9	1.2	-12	0	-4.1	1
CC(C)(C)c1nnc(NC(=O)c2cccs2)s1	-193	-58	5	0.0	-1	4	0.2	3
COc1ccc(C2C(=O)N(C3CCCCC3)CC(=O)N2C2CCCCC2)cc1 (stereo not drawn)	.	-57	-3	.	-55	4	-1.7	-1
Cc1ccc(S(=O)(=O)NC(=O)C2(C)CCN2C(=O)Cc2ccc(Cl)cc2Cl)nc1 (stereo not drawn)	.	3	.	-0.1	20	-4	-1.1	3
Cc1ccc(NC(=S)NNC(=O)c2ccc(N3CCOCC3)c([N+](=O)[O-])c2)cc1C	-12	.	14	-0.1	5	.	.	.
CC1=CC(=C(C#N)C#N)C=C(C)N1Cc1ccc(Cl)cc1	9	14	-27	0.2	-3	-3	1.5	-3
COc1ccc(-n2nnc3c(=O)n(CC(=O)Nc4cc(C)on4)cnc32)cc1	1	-1	-11	0.0	8	20	-2.2	3
C[C@H](CO)N1C[C@H](C)[C@H](CN(C)Cc2ccc3c(c2)OCO3)Oc2ncc(/C=C/c3ccccc3)cc2C1=O	.	17	4	-0.4	-7	-3	-4.8	1
CCCN1CNc2c(c(=O)[nH]c(=S)n2CCc2ccc(OC)c(OC)c2)C1	-5	4	-3	0.0	51	-4	-3.5	4
O=C1CCc2cc(S(=O)(=O)NC3CCCCC3)ccc2N1	-5	-1	3	0.0	30	6	-0.8	8
COc1cccc2c(N/N=C/c3ccccc3)cc(C)nc12	-6	6	1	0.2	23	-1	4.2	4
CNC[C@H]1Oc2ccc(NS(=O)(=O)c3ccc(OC)cc3)cc2C(=O)N([C@H](C)CO)C[C@H]1C	10	7	-5	0.0	-10	?	-0.4	2
CCN(CC(=O)Nc1ccc(NC(C)=O)cc1)C(=O)c1ccccc1Sc1ccccc1C#N	28	-2	1	-1.0	.	-1	-0.6	0
Cc1cc(C)cc(N(CC(=O)N2CCc3ccccc32)S(=O)(=O)c2c(C)noc2C)c1	-14	0	-3	0.0	14	-2	1.2	3
CN1CCN(C(=O)C[C@H]2CC[C@H]3[C@@H](COc4ccc(NC(=O)c5cccs5)cc4C(=O)N3C)O2)CC1	-2	-1	1	0.0	12	-12	-2.0	0
O=C(/C=C/c1ccc([N+](=O)[O-])s1)N1CCCC1	?	1	-8	0.5	-1	-2	-4.2	-3
COc1ccc(Cl)cc1C(=O)NC(=S)Nc1ccccc1N1CCOCC1	12	.	-7	0.0	27	14	-2.3	1
CCOc1ccc(-c2ccc(NS(=O)(=O)c3cc([N+](=O)[O-])c(C)c([N+](=O)[O-])c3)cc2)nn1	4	9	7	0.3	-25	1	3.3	-1
O=C(NCc1ccccc1F)C1CC(=O)N(c2ccc3c(c2)OCCO3)C1 (stereo not drawn)	-12	-5	-1	0.0	18	8	-0.8	3
C[C@@H]1CCCCO[C@H](CN(C)S(=O)(=O)c2cn(C)cn2)[C@H](C)CN([C@@H](C)CO)C(=O)c2cc(NS(=O)(=O)c3cccs3)ccc2O1	-10	-2	2	0.0	-5	-1	2.6	10
O=C1/C(=C/c2cccs2)SC(=S)N1CC(=O)N1CCCCC1CCO (stereo not drawn)	27	-6	1	0.1	6	-5	0.4	-7
COc1ccc(CC(=O)Nc2ccc(C)cc2O)cc1S(=O)(=O)N1CCOCC1	1	-6	26	-0.1	-6	-4	-2.7	5
